HP1b binding inh = inhibitors of HP1-beta chromodomain binding to methylated histone tails; P83916; AlphaScreen HP1-beta / biotin-H3K9me3 peptide binding; Potency, µM (titrated, usually from 114 µM), for inactives: at the top dose activity change, negative = inhibition, most hits filed as inhibitors; actives 0.56% (n = 390,000); AID 540317; also: potency is read from the fitted curve at half-maximal effect; nearly all actives have a fitted effect of over 70% in size; inactives centre near 23
Target sequence (P83916 whole entry, looked up): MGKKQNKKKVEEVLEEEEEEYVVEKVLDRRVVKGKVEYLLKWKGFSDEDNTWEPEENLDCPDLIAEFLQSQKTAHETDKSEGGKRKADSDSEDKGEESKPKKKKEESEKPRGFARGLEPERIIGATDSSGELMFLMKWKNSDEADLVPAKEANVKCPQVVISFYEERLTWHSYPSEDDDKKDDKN
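Compound inhibition of the preformed complex between 50 nM HP1-beta and 50 nM biotinylated H3K9me3 peptide was read by AlphaScreen. Buffer was PBS pH 7.4 with 0.01% Tween-20. Incubations ran 30 min at room temperature, with 10 ug/mL donor/acceptor beads.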
IDH1 R132H inh = blocks human mutant IDH1 R132H enzyme; O75874; IDH1-R132H enzyme, NADPH consumption, diaphorase/resazurin fluorescence; Potency, µM (top dose mostly 76.6 µM), without a hit: top-dose activity change, negative = inhibition, most hits filed as inhibitors; actives 0.093% (n = 390,000); AID 602179; also: potency is read from the fitted curve at half-maximal effect; % is scaled to controls: 0 for no effect and ±100 for the full control effect; nearly all actives have a fitted effect of over 65% in size
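IDH1-R132H (0.5 ug/mL dispensed) in pH 7.5 Tris buffer was preincubated 30 min with compound, then given a substrate mix of 0.016 mM NADPH and 2 mM alpha-KG for 80 min at room temperature; remaining NADPH was read by diaphorase/resazurin fluorescence.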
Tb PGK inh = inhibitors of T. brucei phosphoglycerate kinase; P07378; PGK/GAPDH coupled, Kinase-Glo luminescence, 60 min; Potency, µM (highest dose often 57.5 µM), for the others: top-dose activity change, negative = inhibition, hits mostly inhibitors; actives 0.043% (n = 380,000); also: potency is read from the fitted curve at half-maximal effect; % is scaled to controls: 0 for no effect and ±100 for the full control effect; nearly all actives have a fitted effect of over 60% in size
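Luminescent ATP detection (Kinase-Glo Plus) follows a 60-minute room-temperature incubation, with wells lacking PGK as controls. Buffer: 100 mM TEA (pH 7.6), 5 mM MgCl2, 0.01% Tween-20. Coupling enzyme GAPDH (100 nM final) supplies unstable 1,3-BPG in-well.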
GLS inhibitor = blocks human kidney-isoform glutaminase activity. AID 624170. Potency, µM (series often up to 45.5 µM), for the others: at the highest dose activity change, negative = inhibition, actives largely listed as inhibitors. actives 0.21% (n = 410,000). GLS enzymatic activity, qHTS titration. O94925; also: potency is read from the fitted curve at half-maximal effect; % is scaled to controls: 0 for no effect and ±100 for the full control effect
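hKGA; 45 mM KH2PO4 pH 8.2 + 0.02% Tween-20; cpd via pin tool; 1 mM Gln soln; GluOx/HRP/Amplex Red; RT 30 min; fluor. t0 & final.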
PI4K2A inh = blocks human PI4K2A kinase activity; actives 0.13% (n = 420,000); AID 1346378; purified PI4K2A, ADP-Glo luminescence, 1 h; stronger effect = lower value; Q9BTU6; activity change, negative = inhibition, % at 76.9 µM; in the data active = activity change below about -50%; inconclusive = mostly about -30% to -49%;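 also: -100% = wells without enzyme as full effect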
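PI4K2A activity was measured by ADP-Glo luminescence: enzyme (4 ug/mL stock) and phosphatidylinositol (1.2 mM stock) in Tris pH 7.5/MgCl2/EGTA/Triton X-100 buffer were reacted with ATP (300 microM stock) for one hour at ambient temperature.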
TrxR1 substrate = is turned over as a substrate by rat TrxR1. purified TrxR1 substrate turnover, NADPH consumption readout. Potency, µM (highest dose often 114 µM), inactives show top-dose activity change, negative = substrate turnover. AID 588456. O89049. actives 0.01% (n = 390,000); also: potency is read from the fitted curve at half-maximal effect; % is scaled to controls: 0 for no effect and ±100 for the full control effect; nearly all actives have a fitted effect of over 50% in size
Target sequence (O89049 whole entry, looked up): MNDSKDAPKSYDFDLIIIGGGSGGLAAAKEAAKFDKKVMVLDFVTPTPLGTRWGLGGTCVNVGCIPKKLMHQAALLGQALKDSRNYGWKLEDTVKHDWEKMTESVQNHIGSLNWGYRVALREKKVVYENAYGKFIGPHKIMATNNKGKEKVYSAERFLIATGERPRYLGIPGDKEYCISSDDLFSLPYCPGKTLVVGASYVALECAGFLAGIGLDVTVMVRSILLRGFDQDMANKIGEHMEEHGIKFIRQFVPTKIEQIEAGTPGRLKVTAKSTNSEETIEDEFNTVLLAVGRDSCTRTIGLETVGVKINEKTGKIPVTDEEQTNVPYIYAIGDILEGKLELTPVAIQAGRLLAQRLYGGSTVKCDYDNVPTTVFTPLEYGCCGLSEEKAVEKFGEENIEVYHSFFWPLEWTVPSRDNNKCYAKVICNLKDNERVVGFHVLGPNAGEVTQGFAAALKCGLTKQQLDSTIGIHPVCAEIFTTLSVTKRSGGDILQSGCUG
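Rat TrxR1, dispensed at 90 nM, was prereduced with 400 uM NADPH (final) for 5 min at ~22 deg C, then incubated with compound 15 min before 400 uM selenite. A first-read NADPH fluorescence drop versus no-compound background flagged substrates.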
rTrxR1 inhibitor = inhibitors of rat thioredoxin reductase 1. recombinant rTrxR1, NADPH fluorescence consumption, selenite substrate. actives 1% (n = 390,000). O89049. Potency, µM (top dose mostly 114 µM), for inactives: at the top dose activity change, negative = inhibition, usual class: inhibitors; also: potency is read from the fitted curve at half-maximal effect; % is scaled to controls: 0 for no effect and ±100 for the full control effect; nearly all actives have a fitted effect of over 65% in size
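Rat TrxR1 (90 nM in the dispensed reagent) was pre-reduced with 400 uM NADPH for 5 min at room temperature, then incubated with compound for 15 min. After 400 uM selenite was added, NADPH fluorescence (Ex 340/Em 450 nm) was followed for 8 min.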
Pin1 inhibitor = human Pin1 inhibition; Q13526; Pin1 FP peptide displacement, HiFluor488, 10 min; Potency, µM (series often up to 115 µM), without a hit: at the top dose activity, negative = inhibition, most hits filed as inhibitors; actives 0.009% (n = 390,000); AID 504891; active = well fitted inhibition curve with a large enough effect in the polarisation, with a control signal flat, not every such curve was filed as active; inconclusive = small, poorly fitted or top-dose-only effect, or effect the other way, or a change in a side signal; inactive = no such curve, though single readings can be large or run the other way; the % refers to the polarisation; also: potency is read from the fitted curve at half-maximal effect; % is scaled to controls: 0 for no effect and ±100 for the full control effect
Target sequence (Q13526 whole entry, looked up): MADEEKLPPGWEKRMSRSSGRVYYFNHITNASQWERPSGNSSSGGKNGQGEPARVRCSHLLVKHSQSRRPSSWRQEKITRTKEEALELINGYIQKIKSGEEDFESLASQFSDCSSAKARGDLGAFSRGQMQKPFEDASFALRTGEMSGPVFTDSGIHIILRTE
USP1-UAF1 inh = blocks the human USP1/UAF1 deubiquitinase complex; recombinant USP1/UAF1, Ub-Rhodamine cleavage fluorescence; actives 0.23% (n = 390,000); Potency, µM (series often up to 57.1 µM), inactives show top-dose activity change, negative = inhibition, actives largely listed as inhibitors; O94782; AID 743255; also: potency is read from the fitted curve at half-maximal effect; % is scaled to controls: 0 for no effect and ±100 for the full control effect; nearly all actives have a fitted effect of over 60% in size; inactives centre near -12
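Step one: compound is pinned into 1nM USP1/UAF1 in HEPES pH 7.8 buffer with TCEP. Step two: 15 min room-temperature incubation. Step three: Ub-Rho (150nM final) starts cleavage, tracked by fluorescence over six one-minute reads.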
Starred values were filed as active, the others as inactive; i = inactive; ? = inconclusive; . = no result given; & = joins results of further samples; [ ] = another dose, or the depositor's remark. Unless noted, calls follow the shape of the dose curve; as a rule, active = well fitted curve in the direction sought with a large enough effect; inconclusive = small, poorly fitted or top-dose-only effect, or another doubt; inactive = no such curve, though single readings can be large; an effect the other way counts as inactive or inconclusive.

SMILES	HP1b binding inh	IDH1 R132H inh	Tb PGK inh	GLS inhibitor	PI4K2A inh	TrxR1 substrate	rTrxR1 inhibitor	Pin1 inhibitor	USP1-UAF1 inh
COc1ccc(CN=C2NC(=O)CC(C(=O)Nc3ccccc3C)S2)cc1 (centres undefined)	22%	8%	-1%	-4%	-7	9%[57.1 µM]	29%[57.1 µM]	-4%	-8%
O=C1CCC(C(=O)N2CCN(c3ccccc3)CC2)CN1CC1CCCCC1 (centres undefined)	13%	3%	-6%	14%	-3	5%	-17%	1%	-6%
COc1ccc(CNC(=O)C/C(C)=N/NC(=O)COc2ccccc2)cc1	-1%	-8%	-6%	-2%	3	4%	19%	0%	-6%
Cc1ccc2c(CN(C)Cc3cccc(Cl)c3)cc(=O)oc2c1C	79%[activator]	6%	i	-7%	-2	9%[57.1 µM]	10%[57.1 µM]	10%	-20%
CN(Cc1ccc(Cl)s1)C(=O)CSc1nnc(C2CC2)n1C1CC1	17%	10%	1%	17%	0	3%	2%	-10%	-1%
N#CC(=C(O)COC(=O)Cc1c[nH]c2ccccc12)c1nc2ccccc2[nH]1	-8%	-4%	-9%	-1%	4	3%	12%	?	?
OC(CN(c1ccccc1)c1ccccc1)Cn1cnc2ccccc21 (centres undefined)	-9%	6%	-9%	15%	5	4%[57.1 µM]	2%[57.1 µM]	-3%	-22%
C=CCC1(O)C(=O)N2C(=C1C(=O)N1CCOCC1)c1ccccc1CC2(C)C (centres undefined)	22%	0%	-6%	4%	-2	1%	2%	-4%	-6%
Fc1ccc(Br)cc1C1C=C(c2ccc(Br)cc2)Nc2nnnn21 (centres undefined)	72%[activator]	-7%	1%	-3%	5	7%[57.1 µM]	19%[57.1 µM]	18%	?
COc1ccc(C(=O)N2CCC(n3nccc3NC(=O)C3CC3)CC2)c(OC)c1OC	53%[activator]	-5%	2%	0%	5	4%[57.1 µM]	13%[57.1 µM]	-9%	-15%
CCCn1ncc(CN2CCC(CO)(Cc3ccc(OC)cc3)CC2)c1C	1%	-5%	-8%	4%	3	-4%[57.1 µM]	0%[57.1 µM]	-1%	-1%
O=C(CN1CCN(c2cccc(C(F)(F)F)c2)CC1)N(C1CC1)C1CCS(=O)(=O)C1 (centres undefined)	40%[activator]	3%	i	-4%	-5	-2%	6%	-1%	-21%
CCOC(=O)N1CCN(S(=O)(=O)N2CCCC(C(=O)NCc3cccc(OC)c3)C2)CC1 (centres undefined)	23%&37%	3%&-5%	4%&11%	0%&4%	4&0	7%	21%	-8%&8%	-18%&-19%
COc1ccccc1C(=O)NCCn1cc(SCC(=O)Nc2ccccc2F)c2ccccc21	10%	-12%	3%	18%	-5	-7%	9%	15%	-13%
Cc1nn(Cc2ccccc2Cl)c(C)c1NC(=O)NC12CC3CC(CC(C3)C1)C2	30%	2%	11%	12%	-11	-1%	-1%	?	-18%
Cn1nnnc1Sc1ncnc2scc(-c3ccccc3C(F)(F)F)c12	?	.	-2%	?	-12	9%[57.1 µM]	?	9%&3%	.
COc1ccc(NC(=O)C2CCN(c3nc(C)nc4c3CCC4)CC2)cc1	19%	3%	-7%	1%	3	14%[57.1 µM]	17%	4%	0%
COC(=O)C[C@@H]1C[C@H]2c3cc(NC(=O)C4CCC4)ccc3O[C@H]2[C@@H](CO)O1	.	-10%	-3%	0%	-2	.	.	.	-25%
O=C(Nc1ccccc1)Nc1n[nH]c2nnc(-c3ccccc3)c(-c3ccccc3)c12	47%[activator]	1%	-3%	24%	-2	-4%	16%	-2%	-23%
O=C(Nc1ccccc1-c1ccccc1)NC1CC2CCCC(C1)N2CCc1ccccc1 (centres undefined)	32%	-4%	-5%	-1%	4	0%	23%	-9%	-14%
COc1ccc(N2CCN(C(=O)CNS(=O)(=O)c3ccc(C)c(C)c3)CC2)cc1	6%	-7%	5%	-7%	-1	2%[57.1 µM]	-1%[57.1 µM]	1%	-3%
Cc1ccc(C(=O)c2ccccc2C(=O)OCC(=O)NCCc2ccccc2)cc1	29%	6%	-9%	2%	-11	-8%	-11%	1%	-12%
Cc1ccc(S(=O)(=O)N(NC2=NS(=O)(=O)c3ccccc32)C(=O)c2ccccc2)cc1	18%	5%	i	22%	0	6%	19%	-1%	0%
O=C(CN1C(=O)c2ccccc2C1=O)Nc1cccnc1	29%	5%	-8%	2%	-6	-5%	-13%	2%	-6%
COc1ccc(-n2nc3cc(N)c(Br)cc3n2)cc1	-2%	4%	-4%	1%	0	-5%[57.1 µM]	17%[57.1 µM]	1%	-29%
CNc1ccncc1S(=O)(=O)NC	23%	-9%	-1%	-2%	2	6%	13%[57.1 µM]	2%	-6%
CNC(=O)c1[nH]cnc1C(=O)Nc1ccc(C)cc1	22%	-9%	-1%	1%	-6	5%[57.1 µM]	-6%[57.1 µM]	-8%	25%
C=CCNC(=O)CN1CCC(c2nc3ccccc3[nH]2)CC1	19%	-13%	i	-8%	3	-14%	-20%	0%	-9%
CC(C(=O)NN=C(c1ccccc1)c1ccccc1)N1CCOCC1 (centres undefined)	19%	1%	-1%	-8%	3	-2%	9%	2%	-7%
O=C1c2ccccc2S(=O)(=O)N1CC1CC(c2ccccc2Cl)=NO1 (centres undefined)	40%[activator]	6%	-9%	-2%	1	-14%	-7%	-5%	-10%
Cc1cccc(/C=N/NC(=O)c2ccc(NC(=O)c3ccccc3Cl)cc2)n1	45%	-10%	i	0%	-4	2%	13%	-2%	-19%
CCCCn1c(O)c(N=Nc2ccccn2)c2ccccc21	92%[activator]	7%	3%	5%	-2	-5%	-6%	12%	-3%
C#CCOc1ccc(/C=C2/C(=O)ON=C2C)cc1Cl	-5%	2%	-5%	4%	0	-5%[57.1 µM]	-33%	4%	-19%
Cc1cc(N)n(-c2ccccc2C)n1	-4%	-5%	-7%	1%	2	9%[57.1 µM]	33%[activator][57.1 µM]	2%	-14%
CCc1ccc2c(c1)c(=O)c(S(=O)(=O)c1ccccc1)cn2CC(=O)Nc1cc(C)ccc1C	50%[activator]	-6%	-2%	0%	-5	-1%	6%	1%	?
CCOC(=O)C1=C(c2ccccc2)Nc2ncnn2C1c1ccc(Cl)cc1 (centres undefined)	-12%	6%	3%	14%	1	-1%	8%	5%	-22%
N=C1/C(=C/c2cccn2CCOc2ccccc2)C(=O)N=C2SC=C(c3ccccc3)N12	8%	8%	-6%	-1%	-2	-16%	-11%	?	-22%
Cc1nccn1CCCN1C(=O)CNC1=S	36%	6%	i	6%	-2	-4%[57.1 µM]	4%[57.1 µM]	-3%	-7%
CC(OC(=O)c1cc(=O)[nH]c2ccccc12)C(=O)NC1CCCCC1C (centres undefined)	6%	8%	-6%	7%	0	4%	-9%	1%	-5%
Cc1ccc(NC(=O)c2oc3ccccc3c2NC(=O)c2ccc(F)c(F)c2)cc1	67%[activator]	-7%	5%	-2%	2	8%	?	-2%	?
CCOC(=O)c1c(-c2ccc(C)o2)csc1NC(=O)CSc1nnnn1-c1ccccc1	3%	-2%	-1%	11%	-1	10%	2.8µM*	41%[activator]	-9%
Cc1cc(C(=O)Nc2ccc3nc(C)sc3c2)c2ccccc2n1	33%	1%	-6%	0%	-1	1%	32%	?	3%
COc1ccc(CNc2ncccn2)cc1OC	32%	5%	3%	1%	-1	-14%	-26%	2%	-11%
O=C(CCN1C(=O)c2ccccc2C1=O)NCc1ccc(F)cc1	12%	-2%	-4%	1%	-3	-4%	21%	4%	-7%
O=C(C1CC(=O)N(c2ccc3c(c2)OCCO3)C1)N1CCN(S(=O)(=O)c2cccc(F)c2)CC1 (centres undefined)	4%	5%	3%	7%	-5	10%	27%	0%	2%
O=C(OCc1ccccc1)N1CCC2CC1c1ccc(N3CCNCC3)cc12 (centres undefined)	.	-11%	-8%	11%	3	.	.	.	-12%
CCC1=C(OC(=O)N(CC)CC)N2C(=O)OC(=NCCc3c[nH]c4ccccc34)[C@]2(C)[C@H]2C1=CC[C@H]1C(=O)N(C)C(=O)[C@H]12	11%	-13%	-1%	-3%	2	-5%	9%[57.1 µM]	6%	-27%
c1ccc(-n2nnnc2-c2cnc(-c3ccncc3)nc2-c2cccs2)cc1	15%	4%	-7%	3%	0	1%	0%	7%	-9%
O=c1[nH]c(C2CCN(S(=O)(=O)c3ccc(S(=O)(=O)NC4CC4)cc3)CC2)nc2c1nnn2Cc1cccc(F)c1	16%	-8%	-1%	-9%	6	-6%	7%	20%	-21%
CCOc1ccc(Oc2nc(NCC(C)C)nc(N(C)C)n2)nn1	19%	-1%	-7%	3%	1	11%[57.1 µM]	19%[57.1 µM]	0%	-17%
CCC1CCCCN1C(=O)CSc1nnc(-c2ccc(Cl)s2)o1 (centres undefined)	36%	5%	-4%	-1%	1	11%[57.1 µM]	14%[57.1 µM]	-8%	-8%
CCOC(=O)c1cnc2c(ccc3ccccc32)c1N	23%	-4%	-5%	6%	-7	14%	48%[activator]	0%	-1%

Screens deposited in PubChem by National Center for Advancing Translational Sciences (NCATS).

Not all compounds are listed; rates above refer to the full screens.
